PTHR1 agonist: activates the human parathyroid hormone receptor PTHR1; Q03431; AID 743266; HEK293 GP2 PTHR1 cells, GloSensor cAMP luminescence, 1 h; 410,000 tested, 0.075% active; Potency, µM (doses to about 115 µM), for inactives: at the top dose activation, usual class: activators; note: potency is the fitted concentration of half-maximal effect; nearly all actives have a fitted effect of over 55% in size; some results filed as inactive show a strong effect at the top dose; inactives centre near -15; many of its hits are not listed in these tables
Target sequence (Q03431 whole entry, looked up): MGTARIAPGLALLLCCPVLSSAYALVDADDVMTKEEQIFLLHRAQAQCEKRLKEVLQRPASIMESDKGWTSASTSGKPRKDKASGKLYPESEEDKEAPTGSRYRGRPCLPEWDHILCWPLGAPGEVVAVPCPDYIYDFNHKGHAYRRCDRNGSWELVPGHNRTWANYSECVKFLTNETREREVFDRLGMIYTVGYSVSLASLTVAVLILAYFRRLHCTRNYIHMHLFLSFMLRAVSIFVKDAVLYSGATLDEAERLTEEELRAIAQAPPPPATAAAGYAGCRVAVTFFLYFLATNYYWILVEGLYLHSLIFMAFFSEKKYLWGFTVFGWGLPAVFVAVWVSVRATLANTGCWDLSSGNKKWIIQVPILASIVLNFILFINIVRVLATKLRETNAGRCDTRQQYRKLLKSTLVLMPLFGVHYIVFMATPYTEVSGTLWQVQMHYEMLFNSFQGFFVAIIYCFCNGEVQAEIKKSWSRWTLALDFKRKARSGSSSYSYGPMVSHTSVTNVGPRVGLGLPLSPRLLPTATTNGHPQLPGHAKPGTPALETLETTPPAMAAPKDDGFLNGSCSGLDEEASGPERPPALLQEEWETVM
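HEK-293-derived GP2 cells expressing PTHR1 and a GloSensor cAMP reporter, 3,000/well, plated overnight, given luciferin plus IBMX (each 0.5 mM as added) for 1 h at 37 °C, then compound for 1 h at 37 °C. Luminescence was read after 15 min at room temperature.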
pAkt inh: Akt phosphorylation inhibition. Neuro2A IGF-stimulated pAkt S473 HTRF, 20 min; stronger effect = lower value. activity change, % for hits at 50 µM. 360,000 tested, 0.32% active. AID 651550; in the data active = activity change below about -80%; inconclusive = mostly about -51% to -80%; note: % is set by controls: 0 for no effect and ±100 for the full control effect
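Neuro2A cells in DMEM with 0.5% FBS, overnight at 37 deg C, given compound at single 50 µM final, then IGF (6 nM final) for 20 min at 37 deg C. Lysed; phospho-Akt Ser473 by HTRF after 24 h, 665/615 ratio.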
TDP43 rescue: TDP-43 toxicity inhibition in yeast | AID 652104 | TDP-43 expressing yeast growth rescue, BacTiter-Glo, 24 h | Potency, µM (series often up to 46.1 µM), for inactives: top-dose growth rescue (activation), actives largely listed as activators | 410,000 tested, 1.8% active; note: potency is the fitted concentration of half-maximal effect; % of control where 0% means no effect; nearly all actives have a fitted effect of over 50% in size
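Growth rescue of TDP-43-toxic yeast measured as ATP luminescence (BacTiter-Glo). Cells grown to mid-log in raffinose, induced in galactose at OD600=0.02, exposed to compound 24 hr at 30 deg C.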
aSyn yeast inh: inhibitors of alpha-synuclein toxicity in yeast. 370,000 tested, 0.14% active. Potency, µM (doses to about 46.1 µM), inactives show top-dose growth rescue (activation), hits mostly activators. AID 652106. Yeast expressing alpha-synuclein, growth rescue, BacTiter-Glo, 24 h; note: potency is the fitted concentration of half-maximal effect; % of control where 0% means no effect; nearly all actives have a fitted effect of over 65% in size
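Rescue of yeast growth: cells expressing toxic alpha-synuclein, induced in galactose at OD600 0.02, incubated with compound 24 h at 30 C. ATP luminescence quantified growth; inhibitors of toxicity appear as activators.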
Mm-Cpn inhibitor: inhibitors of Methanococcus maripaludis chaperonin (MmCpn). purified Mm-Cpn ATPase, ADP Transcreener TR-FRET. Potency, µM (titrated, usually from 76.9 µM), for the others: at the top dose activity, negative = inhibition, usual class: inhibitors. 330,000 tested, 0.031% active. AID 504842; note: potency is the fitted concentration of half-maximal effect; % is set by controls: 0 for no effect and ±100 for the full control effect; nearly all actives have a fitted effect of over 80% in size
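ATP (10 uM final) was added to archaeal chaperonin (25 nM final) after 10 min exposure to test compound at 37°C; after 30 min further incubation, ADP was detected by competitive TR-FRET.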
Abeta rescue: compounds reversing amyloid beta toxicity in yeast. Potency, µM (titrated, usually from 46.1 µM), for inactives: top-dose growth rescue, usual class: activators. yeast expressing A-beta42, growth rescue, OD600, 48 h; response scale: 0% DMSO, 100% iron-clioquinol control. AID 1347071. 410,000 tested, 0.063% active; note: potency is the fitted concentration of half-maximal effect; nearly all actives have a fitted effect of over 55% in size
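Yeast A-beta toxicity model in growth medium with pinned compounds, 48 h at 30 C; growth read as absorbance at 600 nm. Normalized to FeCl3/clioquinol equimolar mix (positive) and DMSO (negative).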
HEK293 tox: cytotoxicity in counter-screen for GLP-1R inverse agonists | 410,000 tested, 0.13% active | HEK293 cAMP-luciferase reporter cells, luminescence, 24 h | Potency, µM (series often up to 38.3 µM), for inactives: top-dose activity change, negative = inhibition, actives largely listed as inhibitors;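 note: loss of luciferase light is scored as toxicity; potency is the fitted concentration of half-maximal effect; % is set by controls: 0 for no effect and ±100 for the full control effect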
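To flag toxic compounds, the library was rerun on cells for 24 hr at 37 deg C and 5% CO2. Viability-linked luminescence was captured 12 min after adding luciferase detection reagent.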
FUS suppressor: rescues growth of FUS-expressing yeast | AID 1347120 | 390,000 tested, 0.24% active | Potency, µM (highest dose often 76.6 µM), inactives show at the highest dose growth rescue (activation), most hits filed as activators | S. cerevisiae FUS-expressing, growth rescue, OD600, 24 h;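 note: potency is the fitted concentration of half-maximal effect; plate controls were DMSO vehicle for no effect and reference control for full effect; nearly all actives have a fitted effect of over 55% in size; some results filed as inactive show a strong effect at the top dose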
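Quantitative HTS measuring growth restoration of FUS-toxic yeast. Galactose-induced cells (OD 0.005) were exposed 24hr at 30C to compounds at several concentrations, then absorbance at 600 nm was recorded.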
GLP1R inv ag: acts as inverse agonist at human GLP-1 receptor | P43220 | HEK293 GLP-1R CRE-luciferase, luminescence, 24 h; GLP-1R form is constitutively active | Potency, µM (series often up to 38.3 µM), inactives show at the highest dose activity change, negative = inhibition, usual class: inhibitors | 410,000 tested, 1.6% active | AID 624417; note: potency is the fitted concentration of half-maximal effect; % is set by controls: 0 for no effect and ±100 for the full control effect; nearly all actives have a fitted effect of over 55% in size
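Luminescence readout: a drop in cAMP-driven luciferase signal flags inverse agonism at a constitutively active GLP-1R stably expressed in HEK293. Compound exposure lasted 24 hr at 37 deg C, 5% CO2.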
An asterisk follows results filed as active; i = inactive; ? = inconclusive; / = no result given; [ ] = dose if it differs, or a comment. Unless noted, calls come from the whole dose curve; as a rule, active = well fitted curve in the direction sought with a large enough effect; inconclusive = small, poorly fitted or top-dose-only effect, or another doubt; inactive = no such curve, though single readings can be large; an effect the other way counts as inactive or inconclusive.

Compound,HEK293 tox,FUS suppressor,Mm-Cpn inhibitor,TDP43 rescue,GLP1R inv ag,PTHR1 agonist,Abeta rescue,aSyn yeast inh,pAkt inh
CCOc1ccc(C(=O)Nc2ccc(S(=O)(=O)N3CCN(C)CC3)cc2)cc1,-8%,-5%,0%,9%,5%,-6%,12%,-3%,i
CCCCN1CCc2c1nc1ccc(Br)cc1c2N,?,36%,?,1%,?,i,12%,-1%,i
CC1(C)S[C@@H]2[C@H](NC(=O)COc3ccccc3)C(=O)N2C1C(=O)OCC1CCCCC1 (stereo partly specified),1%,31%,/,2%,-11%,-44%[inhibitor],3%,-2%,i
Cn1c(=O)c([N+](=O)[O-])c(Oc2ccccc2)c2ccccc21,-26%,5%,-2%,18%,0%,-28%,-28%,9%,i
CCCN(C(=O)Cn1cnc2onc(-c3ccc(F)cc3)c2c1=O)c1cccc(Cl)c1,13%,-13%,/,11%,12%,-12%,-13%,1%,/
COc1ccc(C2CC(c3ccc(F)cc3)n3nc(NS(C)(=O)=O)nc3N2)cc1 (stereo unspecified),16%,11%,-1%,-10%,-7%,-16%,8%,7%,i
Cc1occc(=O)c1OCc1ccc(F)cc1,-2%,-24%,-1%,14%,9%,i,-8%,26%,i
COc1ccc(NC(=O)C2CCN(S(=O)(=O)c3c(C)noc3/C=C/N(C)C)CC2)cc1,-2%,?,0%,10%,-40%,i,0%,2%,i
Cc1ccc(Cn2c(CO)cnc2SCC(=O)Nc2ccc(C)c(Cl)c2)cc1,-6%,-4%,/,10%,13µM*,-46%[inhibitor],7%,2%,/
Cc1cc(C)c2c(c1)[C@@H]1C=CC[C@@H]1[C@H](c1ccc(S(=O)(=O)N3CCOCC3)cc1)N2,-1%,/,-2%,24%,-4%,i,3%,13%,i
CC(C)S(=O)(=O)C/C(N)=N/OS(=O)(=O)c1ccc(Cl)cc1,-2%,-3%,0%,22%,-7%,i,-9%,2%,i
N#Cc1ccccc1NC(=O)Cn1cnc2onc(-c3cccc(F)c3)c2c1=O,6%,19%,/,-12%,6%,-42%[inhibitor],-4%,/,/
Cc1ccc(N2NC(=O)/C(=C/c3ccc(-c4ccc(Cl)c(C(=O)O)c4)o3)C2=O)cc1,-8%,19%,-15%,-9%[0.397 µM],1%,i,-4%,0%,i
Cc1cccnc1C1=NOC(Cc2ccccc2)C(=O)N1CCOc1ccc(F)cc1 (stereo unspecified),2%,29%,/,?,?,-10%,18%,12%,i
CCOc1ccc(C(=O)N[C@H](C(=O)O)C(C)C)cc1,2%,2%,1%,10%,0%,i,-7%,-9%,i
COc1cccc(C(=O)C2CCCN(C/C=C/c3ccccc3OC)C2)c1 (stereo unspecified),2%,17%,3%,/,?,i,-2%,0%,i
Cc1cccc(/N=C/c2c(C)[nH]n(-c3ccccc3)c2=O)n1,-2%,-18%,-4%,-4%,-16%,-9%,-10%,-11%,i
O=C(CN1C(=O)NC2(CCCC2)C1=O)Nc1ccc(Cl)cc1C(F)(F)F,2%,1%,-1%,-11%,2%,i,3%,-5%,i
O=C(NC1CCN(Cc2nnnn2CCc2ccccc2)CC1)c1ccccc1F,-6%,8%,3%,-1%,0%,20%[57.5 µM],15%,0%,i
c1ccc([C@H]2CNCCN2CCc2cccc3ccccc23)cc1,9%,17%,-2%,16%,-7%,-17%,4%,0%,i
O=C1c2cc(S(=O)(=O)NCCCO)ccc2-c2ccc(S(=O)(=O)NCCCO)cc21,5%,13%,-3%,10%,8%,i,-4%,-8%,i
COc1ccc(NC(=O)CSc2nnc(NC(=O)C3CCC3)s2)cc1,-1%,-2%,0%,6%,-17%,-2%,1%,-1%,i
CC(=O)Nc1ccc(SCC(=O)N(CCC#N)c2cc(C)cc(C)c2)cc1,20%,58%,0%,-6%,-1%,?,?,4%,-110%*
CS(=O)(=O)N(CC(=O)N1CCC(C(N)=O)CC1)c1ccc(Oc2ccccc2)cc1,1%,-10%,1%,1%,0%,-4%[57.5 µM],-3%,4%,i
NNC(=O)c1ccc(Cn2cc(Br)cn2)cc1,-6%,/,-3%,27%,-5%,i,3%,-3%,i
Cc1ccn2c(Nc3ccc4c(c3)OCCO4)c(-c3ccccc3O)nc2c1,-8%,5%,/,12%,?,-8%,-5%,/,/
CN(C)c1ccc(-c2nc(-c3ccccn3)no2)cc1[N+](=O)[O-],-20%,14%,/,20%,?,-8%,-16%,/,/
COc1ccc2c(c1)cc(C(=O)O)n2C,4%,8%,-1%,?,0%,-2%[57.5 µM],11%,-1%,i
Cc1ccc(CNC(=O)C2(NC(=O)Nc3ccc(C)cc3)CCCCC2)cc1,-25%,9%,-10%,-13%,-41%,i,1%,-15%,i
CCCCN(C)C(=O)c1ccc(Nc2nc(C(N)Cc3ccccc3)cs2)nc1 (stereo unspecified),-13%,17%,/,4%,-31%,-30%,-12%,-4%,i
O=C(CN(C1CCCCC1)S(=O)(=O)c1ccc(Br)cc1)NCc1cccnc1,-1%,7%,2%,15%,2%,-13%,-8%,-1%,i
Nc1nnn(CC(=O)N/N=C/c2ccncc2)n1,5%,-23%,0%,15%,14%,-11%,12%,2%,i
O=C(Nc1cccc(S(=O)(=O)N2CCCCC2)c1)c1cccs1,-8%,21%,1%,10%,?,-23%,12%,-4%,i
O=C(/C=C/Nc1ccc(Br)cn1)c1cccc(OC(F)F)c1,-19%,-8%,-6%,9%,?,-18%,-9%,-5%,i
O=C(O)CSCC(=O)NCc1ccccc1,3%,2%,0%,-8%,0%,-2%[57.5 µM],5%,-1%,i
CCC1NC(=O)c2cccnc2-n2c1nc1ccc(F)cc1c2=O (stereo unspecified),10%,-6%,/,9%,1%,-7%,-9%,-3%,i
COc1ccc(C(=O)NC(=S)NCCc2ccccc2)cc1,-24%,-15%,1%,-10%[0.397 µM],27%,-30%[inhibitor],4%,0%,i
CCc1ccc(OCC(=O)N2c3ccccc3CCc3ccccc32)cc1,?,/,0%,?,?,-28%,-12%,15%,i
O=C(NCc1ccccc1)C1=C[C@@H](c2ccccc2)C[C@@H](OCCCCO)O1,-8%,6%,/,-5%,10%,i,-1%,6%,i
Cc1ccc(S(=O)(=O)N2CCOCC2)cc1C(=O)NCc1ccccn1,-10%,-11%,-1%,14%,7%,-26%,-3%,1%,i
CCn1cc2nc(SCc3ccccc3F)n(Cc3ccc(C)cc3)c(=O)c2n1,3%,-12%,/,-4%,17%,-16%,-16%,/,/
COc1ccc(OC)c(Nc2nc(N)nc(-c3cc4ccccc4o3)n2)c1,6%,11%,-4%,-3%,1%,-4%,5%,-2%,i
COc1ccc(C2C3=C(OC(C)=O)c4ccccc4C3=Nc3c2c(=O)n(C)c(=O)n3C)cc1 (stereo unspecified),-28%,5%,-3%,-12%,0%,-11%[57.5 µM],18%,1%,i
O=C(OCC(=O)N1CCN(S(=O)(=O)c2ccc(Cl)cc2)CC1)C1CCC1,6%,9%,0%,10%,-7%,-46%[inhibitor],0%,0%,i
COc1ccc(CCn2c(NCc3ccco3)nc3c2c(=O)[nH]c(=O)n3C)cc1,-1%,6%,1%,1%,13%,-23%[57.5 µM],14%,4%,i
CCCCSc1nnc(-c2cc(Br)ccc2N)c(=O)[nH]1,3%,34%,-1%,-11%,7%,i,5%,1%,i
CCCC1(c2ccccc2)NC(=O)N(CC(=O)Nc2ccccc2C(F)(F)F)C1=O (stereo unspecified),-18%,2%,3%,12%,-24%,i,6%,5%,i
CN(C)c1ccc(C(=O)N2CCCC2)cc1,-10%,-4%,0%,-3%,0%,i,-6%,0%,i
O=[N+]([O-])c1ccc(C(O)CN2CCN(Cc3ccccc3)CC2)cc1 (stereo unspecified),-4%,1%,?,-12%,-40%,i,4%,5%,i
COc1ccc(CC(=O)OCC(=O)c2c[nH]c3ccccc23)cc1,1%,16%,1%,?,?,-16%,?,7%,i
O=C1C2C3C=CC(C2C(=O)N1c1nccs1)C1C(=O)N(c2nccs2)C(=O)C31 (stereo unspecified),11%,3%,1%,-15%,-3%,-24%,-1%,1%,i
CC(C)C(C)NC(=O)COc1ccc(S(=O)(=O)N2CCOCC2)cc1Cl (stereo unspecified),7%,-18%,0%,15%,-9%,-12%,6%,4%,i

Entries above that bear a hit mark in GLP1R inv ag:
compound,Mm-Cpn inhibitor,GLP1R inv ag,PTHR1 agonist,pAkt inh
Cc1ccc(Cn2c(CO)cnc2SCC(=O)Nc2ccc(C)c(Cl)c2)cc1,/,13µM*,-46%[inhibitor],/

Some of the compounds tested; rates above refer to the full screens.
